Screening data deposited in PubChem BioAssay by several laboratories.
FBA Mtb inh – inhibits M. tuberculosis FBA enzyme; purified M. tuberculosis FBA, fluorescence read-out; inhibition, % at 1 µM; actives 2.3% (n = 360,000); in the data active = inhibition above about 27%;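 note: 0% = vehicle and 100% = reference inhibitor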
Target sequence (P9WQA3 whole entry, looked up): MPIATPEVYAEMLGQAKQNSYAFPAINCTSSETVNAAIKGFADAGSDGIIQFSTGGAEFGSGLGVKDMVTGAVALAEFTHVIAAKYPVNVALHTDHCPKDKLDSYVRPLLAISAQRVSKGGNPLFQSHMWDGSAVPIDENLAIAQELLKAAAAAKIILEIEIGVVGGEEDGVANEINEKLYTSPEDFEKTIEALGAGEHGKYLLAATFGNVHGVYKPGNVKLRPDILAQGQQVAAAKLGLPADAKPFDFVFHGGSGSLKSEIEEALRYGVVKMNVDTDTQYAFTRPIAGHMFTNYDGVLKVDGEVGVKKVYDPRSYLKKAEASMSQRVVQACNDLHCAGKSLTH
GDH-TPI counter – inhibits GDH-TPI coupling enzymes, artifact for Mtb FBA screen; inhibition, % at 4.8 µM; actives 1.2% (n = 360,000); AID 588335; GDH-TPI coupled enzyme counterscreen, NADH absorbance;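 note: 0% = DMSO wells and 100% = wells lacking the enzyme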
DUSP3 inh – DUSP3 (human) phosphatase inhibition; P51452; inhibition, % at 13.3 µM; recombinant VHR phosphatase, pNPP absorbance; actives 0.52% (n = 290,000); in the data active = inhibition above about 50%; note: some compounds called inactive have numbers as strong as hits
Target sequence (P51452 whole entry, looked up): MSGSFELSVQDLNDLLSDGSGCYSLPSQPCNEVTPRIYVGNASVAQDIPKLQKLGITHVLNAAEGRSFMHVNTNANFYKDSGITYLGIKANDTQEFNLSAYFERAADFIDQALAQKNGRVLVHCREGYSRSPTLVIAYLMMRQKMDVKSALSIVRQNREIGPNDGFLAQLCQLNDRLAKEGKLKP
FadD28 FP inh – blocks FadD28 binding to the bisubstrate probe; fluorescence polarization; AID 588549; actives 0.22% (n = 360,000); inhibition, % at 12.5 µM; in the data active = inhibition above about 8.5%, passing the limit was not always enough; inconclusive = no clear call, values can overlap the other calls
UGM FP inh – blocks M. tuberculosis UGM enzyme | P9WIQ1 | purified UGM, fluorescence polarization probe displacement | inhibition, % at 10 µM | actives 0.06% (n = 320,000) | AID 504406; in the data active = inhibition above about 10%, passing the limit was not always enough; inconclusive = no clear call, values can overlap the other calls
Target sequence (P9WIQ1 whole entry, looked up): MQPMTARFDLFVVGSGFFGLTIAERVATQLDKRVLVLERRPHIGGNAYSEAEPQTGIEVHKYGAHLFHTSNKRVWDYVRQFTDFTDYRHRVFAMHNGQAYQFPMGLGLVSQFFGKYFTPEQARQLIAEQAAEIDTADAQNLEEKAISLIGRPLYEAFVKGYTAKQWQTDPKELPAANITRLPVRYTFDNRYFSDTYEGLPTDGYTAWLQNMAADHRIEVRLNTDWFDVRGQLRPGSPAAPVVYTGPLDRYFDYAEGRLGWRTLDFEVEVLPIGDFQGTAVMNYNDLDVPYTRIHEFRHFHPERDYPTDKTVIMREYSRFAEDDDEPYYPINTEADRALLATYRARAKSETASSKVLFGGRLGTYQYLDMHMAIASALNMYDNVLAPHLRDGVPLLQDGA
MazEF act – activators of E. coli MazEF toxin-antitoxin RNase; P0AE70; FAM/BHQ RNA-DNA oligo cleavage fluorescence, 5 h; activation, % at 20 µM; actives 0.32% (n = 350,000); in the data active = activation above about 50%
CCHF vOTU inh – blocks the CCHF virus ovarian tumor domain protease; CCHFV vOTU protease, Pep-AMC fluorescence; inhibition, % at 11.5 µM; actives 0.55% (n = 370,000); note: 0% = vehicle wells with enzyme and 100% = no enzyme wells
BioA inh – inhibitors of Mycobacterium tuberculosis BioA enzyme; purified M. tuberculosis BioA enzyme, plate reader; inhibition, % at 9.99 µM; actives 0.096% (n = 360,000); AID 602481; in the data active = inhibition above about 40%; inconclusive = no clear call, values can overlap the other calls
BoNT-F LC inh – inhibitors of Botulinum neurotoxin F light chain protease; Multiplex microsphere protease cleavage assay, flow cytometry; AID 588497; inhibition, % at 10 µM; actives 0.22% (n = 360,000); in the data active = inhibition above about 35%, passing the limit was not always enough; inconclusive = no clear call, values can overlap the other calls; note: plate controls were buffer without enzyme for full effect and enzyme alone for no effect
Rv3671c inh – inhibits the M. tuberculosis serine protease Rv3671c; actives 0.048% (n = 320,000); inhibition, % at 5.96 µM; AID 2606; in the data active = inhibition above about 38%;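 note: extracellular domain of Rv3671c used as enzyme; 0% = enzyme with DMSO and 100% = no enzyme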
The depositor's hits bear a star; ? = inconclusive; . = no result given; + = active, no number. Cut-off read from the data, not from the text of the source, unless noted: active = inhibition above about 30%; inactive = the rest.

SMILES	FBA Mtb inh	GDH-TPI counter	DUSP3 inh	FadD28 FP inh	UGM FP inh	MazEF act	CCHF vOTU inh	BioA inh	BoNT-F LC inh	Rv3671c inh
CC(CN1CCOCC1)OC(=O)c1ccc(Br)cc1 (stereo not drawn)	3	-7	19	-1.4	-0.2	-7	10	-0.8	1	8
COc1ccccc1C(=O)C1CCCN(C(=O)c2ccccn2)C1 (stereo not drawn)	-2	5	26	-2.3	-2.8	-1	21	.	5	5
CCC1=C2CC[C@H]3C(=O)N(C)C(=O)[C@H]3[C@H]2[C@@]2(Cc3ccccc3)C(=NCCOC)OC(=O)N2C1=O	2	-5	19	-2.0	3.2	6	-2	-0.2	-1	-2
CNC(=S)N1CCN(C(=O)C2CCCO2)CC1 (stereo not drawn)	-2	7	-4	0.8	-1.3	8	-9	.	-4	-8
N#Cc1nc(N)nc(N(c2ccccc2)c2ccccc2)n1	0	17	21	0.2	-2.1	5	7	1.1	12	-9
Cc1cccc(NC(=O)C2C(c3ccccc3)C2(Cl)Cl)c1C (stereo not drawn)	-6	-2	28	-1.9	0.8	7	0	1.1	-4	-2
Cc1cccc(C(=O)NNC(=O)c2ccco2)c1O	0	-8	18	1.1	-0.7	4	-3	-0.3	-3	0
O=C1c2ccccc2-c2c1cccc2C(=O)N(CCO)CCO	-1	12	18	-2.7	-0.5	14	2	-1.4	-5	-8
CC(=O)Nc1cccc(NS(=O)(=O)c2cccc3nsnc23)c1	0	6	-9	0.4	1.8	-6	15	-0.7	-5	-6
CCOc1ccc(C(=O)NCC(=O)OCC(=O)Nc2ccc(C)c(S(=O)(=O)N(C)C)c2)cc1	6	4	-6	-1.0	1.7	-35	-3	-1.6	2	3
Cc1cc(=O)oc2cc(OC(=O)CCN3C(=O)c4ccccc4C3=O)ccc12	+	6	-6	-2.4	1.3	4	-252	.	2	-12
CC1c2ccccc2-n2nncc2CN1C (stereo not drawn)	-1	-4	.	-4.0	.	7	3	0.2	0	.
CCn1c(CCC(=O)O)nc2cc(S(=O)(=O)N(C)C)ccc21	4	2	22	-0.1	-1.1	7	-7	-0.9	-3	10
CCOC(=O)c1c(-c2ccc(C)cc2)csc1NC(=O)C1CCCO1 (stereo not drawn)	-3	-1	-7	0.3	.	2	-2	.	-4	-15
O=[N+]([O-])c1ccc(/C=N/N2CCCCC2)cc1	-3	7	.	-3.5	-0.8	4	-9	-0.8	-9	-5
Cc1cccc(C)c1NC(=O)CN1CCC(Cc2ccccc2)CC1	-3	.	.	-3.8	.	.	6	4.1	-3	.
COCCN(C(=O)COC(=O)c1ccc(C)o1)c1c(N)n(Cc2ccccc2)c(=O)[nH]c1=O	0	-4	.	-0.8	1.1	-2	-2	-2.5	?	-9
Cc1ccc(OCC(=O)NNC(=O)C2CCN(c3ncnc4sc(C)c(C)c34)CC2)cc1	-4	-8	.	-4.2	0.9	-2	-5	.	-14	3
CCC(=O)N1CCC1(C)C(=O)NCc1ccc(SC)cc1 (stereo not drawn)	-4	0	.	-4.0	.	.	2	-0.6	-4	.
Cn1c(SCc2cc(=O)[nH]c3ccccc23)nnc1-c1ccco1	-1	9	19	-0.5	1.1	8	12	0.4	3	7
CCOc1nc2cnccc2n(CC(=O)Nc2cccc(C)c2)c1=O	0	-3	14	-1.8	2.0	12	-18	-1.7	0	-1
O=C(Nc1nc2c(s1)CCCC2)c1ccc2ncsc2c1	-1	6	-8	-7.0	-0.8	3	1	2.9	-4	-5
N#Cc1cc2c(nc1S(=O)(=O)Cc1ccccc1)CCCC2	-2	-6	9	-6.0	0.0	0	-15	.	-7	0
COc1ccc(/C=N/n2cc(-c3ccc(OC)cc3)nc2N)cc1	2	16	-2	-0.2	-1.9	7	.	0.4	-6	-7
Cc1cccc(COCC(Cc2ccccc2)N2CCN(C(=O)c3ccc(C(F)(F)F)cc3)CCC2=O)c1 (stereo not drawn)	0	4	16	-3.8	1.1	0	.	1.2	-2	-13
CCOC(=O)c1ccccc1NC(=O)C1CCN(c2ncnc3sc(C)c(C)c23)CC1	6	8	.	-1.6	-2.1	-4	.	-1.6	-2	-3
O=S1(=O)CCOC[C@H](CC2CCCCC2)N1Cc1ccc(F)cc1	1	-2	-7	-2.7	-1.9	-2	17	-0.6	4	15
CC1(C)CC2(CC(C)(C)NC(=O)N2)NC(=O)N1	-1	14	18	1.0	2.2	-38	-1	-0.3	-4	-10
COc1ccccc1OCC(=O)Nc1ccc2c(c1)n(C)c(=O)n2C	3	4	-1	0.4	2.4	-3	18	1.1	-2	-4
COc1ccc([C@H]2Oc3cc(O)cc(O)c3C(=O)C2[C@@H]2C(=O)c3c(O)cc(O)cc3O[C@@H]2c2ccc(OC)cc2)cc1 (stereo partly drawn)	.	.	22	.	-0.6	0	9	.	.	-78
O=C(COC(=O)c1ccc(O)cc1O)c1ccc2c(c1)OCCO2	3	-1	.	5.5	-1.1	11	11	-2.4	.	-2
Clc1cc(Cl)c(Cl)cc1Cl	1	8	.	0.6	0.1	2	-4	-1.1	-12	-2
Cc1ccc(S(=O)(=O)n2c3ccc(Cl)cc3c3nc(C)sc32)cc1	0	0	-10	-2.7	.	-8	19	.	2	.
O=C(COC(=O)c1cccc(NS(=O)(=O)/C=C/c2ccccc2)c1)Nc1ccccc1OC(F)F	-2	10	3	-0.3	-1.9	-12	9	-1.9	2	-91
Cc1nn(C)c(=O)n1-c1ccc(Oc2ccccc2)cc1	-2	-8	-7	-2.7	-1.4	0	2	-0.4	4	2
[O-][n+]1c2c(nn1-c1ccc(Cl)c(Cl)c1)-c1nonc1CC2	0	2	7	-0.1	-3.9	27	-2	.	-3	-6
CC1CN(Cc2ccccc2)C(=O)N(c2ccccc2)C1=O (stereo not drawn)	-1	3	.	-2.6	.	12	-14	.	-3	.
CC(=O)Nc1cc(C(C)(C)C)c(O)c(C(C)(C)C)c1	0	1	28	-1.1	1.5	-3	6	.	6	-4
CCOC(=O)c1cc(-c2ccccc2)sc1NC(=O)C(C)N1C(=O)NC(C)(c2ccc(Cl)cc2)C1=O (stereo not drawn)	-1	5	5	-2.8	2.8	-1	18	-2.5	-3	-37
CCN1CCN(C(=O)c2sc3ncnc(N4CCc5ccccc5C4)c3c2C)CC1	1	6	-10	1.6	-0.7	2	-4	.	-2	8
O=c1[nH]c2cc3c(cc2cc1CN(Cc1nnnn1CC1CCCO1)C1CCCCC1)OCO3 (stereo not drawn)	57*	7	-10	-2.0	2.7	2	-25	-3.5	7	-1
Cc1cccc(Nc2ncnc3onc(-c4cccc(Cl)c4)c23)c1	0	13	28	-0.7	-0.4	5	0	-0.4	-3	-7
COc1ccc2cc(C#N)c(N3CCOCC3)nc2c1	37*	5	26	-0.2	1.0	7	-25	2.5	?	1
COc1cccc(-c2nnc(SCc3ccc(C#N)cc3)n2Cc2ccco2)c1	0	3	25	-3.4	-0.3	4	3	3.2	-4	1
C[C@H]1CC[C@@]2(O[C@@H](CCO)C[C@@H](O)[C@@H]2O)O1	7	10	3	-1.2	1.9	0	-6	-0.4	-4	10
O=C(/C=C/c1ccccc1[N+](=O)[O-])NCc1ccccc1Cl	-3	29	20	-1.6	2.0	-8	4	0.2	1	0
COc1ccc(-c2cc(C(=O)N3CCN(c4ncccn4)CC3)c3ccccc3n2)c(OC)c1	4	11	2	-1.8	-1.5	-13	1	.	0	-4
COC(=O)C1=C(N)c2c(F)cccc2C1(C#N)c1ccccc1 (stereo not drawn)	9	21	14	-3.8	-1.1	0	-6	.	-4	-11
CC(C)Cn1c(N)c(C(=O)COC(=O)c2cc(S(=O)(=O)N3CCOCC3)ccc2Br)c(=O)n(C)c1=O	0	0	.	-0.6	3.5	2	12	-0.1	2	-8
O=C(NCc1ccco1)c1cnc2n(c1=O)CCS2	1	10	39	-2.8	1.7	-10	-4	0.4	7	0

Next section:
SMILES	FBA Mtb inh	GDH-TPI counter	DUSP3 inh	FadD28 FP inh	UGM FP inh	MazEF act	CCHF vOTU inh	BioA inh	BoNT-F LC inh	Rv3671c inh
N#Cc1c(NC(=O)CCn2cnc3ccccc3c2=O)oc(-c2ccccc2)c1-c1ccccc1	7	1	10	-0.3	0.2	-1	20	0.8	?	-47
O=C(c1ccccc1[N+](=O)[O-])N1CCCN(C(=O)c2ccccc2[N+](=O)[O-])CC1	2	-5	-6	0.6	1.4	-3	4	.	-5	-2
COC(=O)c1cc(S(=O)(=O)N2CCN(c3ccc(F)cc3)CC2)cn1C	-2	-3	-5	-4.6	-2.6	7	-5	-0.5	3	7
O=C(O)c1ccc(-n2nnnc2SCc2ccccc2Br)cc1	-3	-5	-16	-3.3	2.6	-3	17	5.2	12	-6
CCOc1ccc(C(=O)NC2CCN(C(=S)NCc3ccco3)CC2)cc1	4	22	17	-0.3	1.4	-9	3	.	-9	8
Cc1cccc(OCCN2C(=O)C(=O)c3cccc(C)c32)c1	4	7	5	0.7	1.1	-6	-17	.	-3	-1
Cc1oc2ccc(OC(=O)N3CCOCC3)cc2c1C(=O)OC(C)C	0	-3	8	-5.0	-0.2	7	6	2.1	-5	1
O=C(NNc1ncnc2ccccc12)c1cccc(Cl)c1	1	30	5	-2.3	0.7	-14	5	-0.7	3	9

Of the compounds above, eight contain a furan ring, fused or not:
SMILES	FBA Mtb inh	GDH-TPI counter	DUSP3 inh	FadD28 FP inh	UGM FP inh	MazEF act	CCHF vOTU inh	BioA inh	BoNT-F LC inh	Rv3671c inh
Cc1cccc(C(=O)NNC(=O)c2ccco2)c1O	0	-8	18	1.1	-0.7	4	-3	-0.3	-3	0
COCCN(C(=O)COC(=O)c1ccc(C)o1)c1c(N)n(Cc2ccccc2)c(=O)[nH]c1=O	0	-4	.	-0.8	1.1	-2	-2	-2.5	?	-9
Cn1c(SCc2cc(=O)[nH]c3ccccc23)nnc1-c1ccco1	-1	9	19	-0.5	1.1	8	12	0.4	3	7
COc1cccc(-c2nnc(SCc3ccc(C#N)cc3)n2Cc2ccco2)c1	0	3	25	-3.4	-0.3	4	3	3.2	-4	1
O=C(NCc1ccco1)c1cnc2n(c1=O)CCS2	1	10	39	-2.8	1.7	-10	-4	0.4	7	0
N#Cc1c(NC(=O)CCn2cnc3ccccc3c2=O)oc(-c2ccccc2)c1-c1ccccc1	7	1	10	-0.3	0.2	-1	20	0.8	?	-47
CCOc1ccc(C(=O)NC2CCN(C(=S)NCc3ccco3)CC2)cc1	4	22	17	-0.3	1.4	-9	3	.	-9	8
Cc1oc2ccc(OC(=O)N3CCOCC3)cc2c1C(=O)OC(C)C	0	-3	8	-5.0	-0.2	7	6	2.1	-5	1
